# GAA850 FXN act: frataxin GAA850 promoter activation; HEK293 lucGAA850 FXN promoter luciferase reporter, 24 h; percent of 10 µM SAHA response; activation, % at 6 µM; 360,000 compounds, 0.56% hits; AID 540364;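 active = activation above the average of all compounds screened plus 3 SD, cutoff fixed separately per campaign, cut at about 7.5% in these data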;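 also: 0% = DMSO wells and 100% = 10 µM SAHA wells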
# ADAM17 inh: ADAM17 inhibition, QFRET primary screen | 370,000 compounds, 0.83% hits | recombinant ADAM17, EDANS/DABCYL FRET peptide cleavage | inhibition, % at 6.95 µM | AID 720648 | P78536;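 active = inhibition above the mean of compounds lying between control limits plus 3 SD, set per campaign, cut at about 8.5% in these data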;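 also: 0% = DMSO-only wells as the low control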
# hcDAF12 agonist: H. contortus DAF-12 activation, primary screen. HEK293 hcDAF-12 lit1-tk-luc reporter, luminescence; 0% DMSO, 100% Δ7-dafachronic acid. activation, % at 6.8 µM. 370,000 compounds, 1.4% hits;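 active = activation above the mean of all tested compounds plus 3 SD, cut at about 5.5% in these data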;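 also: 100% = response to 3 µM Δ7-dafachronic acid high control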
# HGIII-sPLA2 inh: Blocks human group III sPLA2 activity; 370,000 compounds, 0.56% hits; inhibition, % at 12.2 µM; QFRET BODIPY PC-A2 liposome hydrolysis, fluorescence; Q9NZ20;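 active = inhibition above mean plus 3 SD of compounds lying within the high and low control bounds, cut at about 19% in these data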;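 also: 0% = median of test compound wells and 100% = no enzyme DMSO wells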
# PLCg1 inh: PLC-gamma1 (human) inhibition, primary screen | P19174 | purified PLC-gamma1, fluorogenic substrate, fluorescence | inhibition, % at 12.2 µM | 370,000 compounds, 0.84% hits | AID 720700; in the data active = inhibition above about 9.5%
# ADAM10 inh: ADAM10 inhibition, QFRET primary screen. inhibition, % at 7 µM. 370,000 compounds, 0.62% hits. recombinant ADAM10, EDANS/DABCYL FRET peptide cleavage, 3 h. AID 720582;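 active = inhibition above a per-campaign cutoff equal to the mean of compounds falling between control-based bounds plus 3 SD, cut at about 20% in these data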;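 also: 0% = DMSO wells while the 100% control is not disclosed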
# Target sequence (O14672 214-748 limits assumed): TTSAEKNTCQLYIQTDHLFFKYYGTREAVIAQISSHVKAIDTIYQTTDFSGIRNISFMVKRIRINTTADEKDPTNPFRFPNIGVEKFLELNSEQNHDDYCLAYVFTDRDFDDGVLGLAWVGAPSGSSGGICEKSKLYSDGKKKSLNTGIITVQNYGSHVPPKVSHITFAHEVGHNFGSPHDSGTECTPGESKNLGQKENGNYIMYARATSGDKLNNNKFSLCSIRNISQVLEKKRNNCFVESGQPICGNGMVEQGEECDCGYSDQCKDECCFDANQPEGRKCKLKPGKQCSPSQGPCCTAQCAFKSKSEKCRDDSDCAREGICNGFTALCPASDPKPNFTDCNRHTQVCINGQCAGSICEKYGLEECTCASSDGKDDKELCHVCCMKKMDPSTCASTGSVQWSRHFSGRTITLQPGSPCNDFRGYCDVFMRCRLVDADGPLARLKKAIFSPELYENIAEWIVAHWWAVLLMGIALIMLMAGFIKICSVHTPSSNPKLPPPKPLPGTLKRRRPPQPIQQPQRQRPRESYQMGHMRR
# ssDAF12 agonist: activators of S. stercoralis DAF-12 nuclear receptor. HEK293 ssDAF-12/GRIP1 lit1-tk-luc reporter, luminescence; % of 3 µM dafachronic acid response. activation, % at 6.8 µM. 370,000 compounds, 1% hits. AID 652126;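 active = activation above the mean over all tested compounds plus 3 SD, cut at about 0.9% in these data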;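 also: 0% = DMSO-only wells and 100% = 3 µM delta7-dafachronic acid wells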
# DAX1 inh-1: inhibitors of human orphan nuclear receptor DAX1 (NR0B1). P51843. inhibition, % at 6.75 µM. AID 504766. 340,000 compounds, 0.99% hits. HEK293 Gal4-DAX1 luciferase reporter, luminescence;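 active = inhibition above the mean over all tested compounds plus 3 SD, cut at about 4.2% in these data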;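 also: 0% = DAX1-transfected cells with DMSO and 100% = empty-vector control cells with DMSO; inhibition shows as a rise in luminescence from relieved DAX1 repression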
# Target sequence (P51843 207-470 limits assumed): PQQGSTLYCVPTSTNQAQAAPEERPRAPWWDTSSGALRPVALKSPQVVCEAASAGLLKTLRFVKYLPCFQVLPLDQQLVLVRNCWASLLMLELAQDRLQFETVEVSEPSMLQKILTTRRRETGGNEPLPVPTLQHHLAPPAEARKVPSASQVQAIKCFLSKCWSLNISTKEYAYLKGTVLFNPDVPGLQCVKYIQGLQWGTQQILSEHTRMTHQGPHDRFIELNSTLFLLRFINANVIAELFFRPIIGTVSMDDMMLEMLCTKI
# hgDAF-12 ag: agonists of H. glycines DAF-12 nuclear receptor; activation, % at 6.8 µM; HEK293 GAL4-hgDAF12 UAS-luciferase reporter, agonist luminescence; normalized to butyrate control; AID 687014; 370,000 compounds, 1.8% hits;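 active = activation above a cutoff set at the mean of all screened compounds plus 3 SD, cut at about 10% in these data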;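 also: 0% = DMSO wells and 100% = sodium butyrate wells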
# PLCb3 inh: blocks human PLC-beta3 enzyme activity | Q01970 | Purified PLC-beta3, fluorogenic substrate, fluorescence | inhibition, % at 12.2 µM | 370,000 compounds, 0.18% hits; in the data active = inhibition above about 11%;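 also: 0% = median of compound wells on plate and 100% = full blocker control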
# DAX1 inh-2: DAX1 (NR0B1) inhibition, primary screen. inhibition, % at 6.8 µM. HEK293T StAR-luciferase reporter, SF-1/DAX-1 repression relief. 370,000 compounds, 1.1% hits. AID 652010;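 active = inhibition above the mean over all tested compounds plus 3 SD, cut at about 3.6% in these data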;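 also: 0% = DAX-1 cells with DMSO and 100% = cells lacking DAX-1 with DMSO; higher inhibition means more luminescence from relief of DAX-1 repression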
# An asterisk follows results filed as active; i = inactive; / = not tested or not shown.
# Fields: GAA850 FXN act, ADAM17 inh, hcDAF12 agonist, HGIII-sPLA2 inh, PLCg1 inh, ADAM10 inh, ssDAF12 agonist, DAX1 inh-1, hgDAF-12 ag, PLCb3 inh, DAX1 inh-2
CC(C)c1cc(-c2cc(C(=O)NCc3ccccc3)on2)nc(NC2CCCC2)n1
→ 0.5, -4, -1.1, 1, -24, -16, -0.6, -1.1, 1.9, -35, 0.3
C(=N\Nc1nc2ccccc2[nH]1)/c1ccccn1
→ -8.5, -2, 2.8, 12, 0, -1, -1.5, -5.1, -2.7, 0, -0.8
COc1cc(S(=O)(=O)NC2CCCC2)c(OC)cc1C
→ 2.6, -1, -0.7, 3, 1, -4, -1.4, 0.3, -1.8, -7, 0.0
O=C(NC(Cc1ccccc1)C(=O)O)/C(=C\c1ccc(Cl)cc1)NC(=O)c1ccco1 (stereo not given)
→ 0.4, -7, -2.6, 0, -21, -7, -1.1, 1.5, 0.1, -41, 1.2
COc1ccc(CCC(=O)O)c(C(CC(=O)O)C(=O)O)c1OS(=O)(=O)c1ccc(C)cc1 (stereo not given)
→ -1.7, -5, -0.5, 9, 0, -3, -1.2, 1.3, -3.7, 1, -0.6
Cc1c(NC(=O)/C(C#N)=C/c2cccs2)c(=O)n(-c2ccccc2)n1C
→ 0.3, 4, -0.4, 5, 4, 9, -0.7, 1.0, -0.2, 1, -0.1
Cc1ccc(S(=O)(=O)CCC(=O)OCC(=O)NC2CCS(=O)(=O)C2)cc1 (stereo not given)
→ 1.3, -3, 0.0, 6, 0, -4, -1.1, 0.2, -0.4, -2, 1.4
Cc1c(Cl)cccc1NC(=O)c1cc(-c2ccccc2O)n[nH]1
→ 2.5, 3, 5.0, -49, 6, 4, -0.6, 0.7, 9.1, 5, 1.1
CCOc1ccc(OCC)c(NC(=O)C(NS(=O)(=O)c2ccc3c(c2)oc(=O)n3C)C(C)C)c1 (stereo not given)
→ -1.8, -32, -1.1, 7, -6, -93, -1.1, 0.5, 1.8, -19, 0.8
CC1(C)NC(=O)N(CC(=O)N2CCN(S(=O)(=O)c3ccccc3F)CC2)C1=O
→ 1.4, -8, -1.5, -2, 0, -10, -0.8, 1.0, 1.1, -7, -1.0
COc1cc(CC(CC(=O)c2ccc3c(c2)OCO3)C(=O)O)cc(OC)c1OC (stereo not given)
→ -0.7, -4, 0.2, 5, 2, -8, -1.0, 0.3, 2.0, -5, 0.9
COc1ccc(CCCNC(=O)C2Cc3c(-c4ccc5c(c4)OCO5)ccnc3O2)cc1 (stereo not given)
→ -6.6, -5, -2.1, -12, -5, -22, -1.4, /, 0.1, -10, 0.6
CC1(C(=O)N(CC(=O)NC2CCCC2)Cc2ccc(Cl)cc2)CC(=O)N=C2C=CC=CN21 (stereo not given)
→ 0.4, -357, -0.1, 5, -102, i, -0.8, 0.1, 1.9, -172, 0.1
CCOC(=O)/C=C1\SCC(=O)N1CC(=O)Nc1ccc(C(C)C)cc1
→ 0.6, 1, -1.7, -20, -3, -3, -1.6, 0.6, -0.2, -2, -0.3
CNc1nc(-c2ccccc2)c2sccc2n1
→ 0.2, -434, -1.8, 9, -339, i, -1.2, /, -1.1, -427, -1.0
COc1ccc(S(=O)(=O)Nc2ccc3c(c2)C(=O)N([C@H](C)CO)C[C@H](C)[C@@H](CN(C)S(=O)(=O)c2ccc(F)cc2)O3)cc1
→ 0.4, 0, -1.7, -22, 1, 5, -1.1, 0.9, 1.1, 4, -0.6
O=C(O)CCc1ccc(-c2cccs2)n1Cc1ccco1
→ -0.6, -26, 0.6, -4, -43, -80, -0.4, 0.2, 2.3, -59, 0.1
CC(C#N)(NC(=O)CN1CCN(S(=O)(=O)c2ccc(Br)cc2Cl)CC1)C1CC1 (stereo not given)
→ 0.0, 0, -2.1, -10, 1, -3, -1.2, 0.5, 3.1, -3, -0.8
COc1ccc(OC)c(NC(=O)O[C@@H]2CC[C@@]34CCCN3C(=O)CCC[C@H]4C2)c1
→ /, -4, -1.0, 7, 0, -5, -0.6, /, 4.2, 0, /
CCOc1ccc(C2CC(c3ccc(F)cc3)n3ncnc3N2)cc1 (stereo not given)
→ 0.1, -37, -0.2, 3, -139, -158, -1.6, -1.4, -0.4, -181, 0.6
Cc1cc(C)c2c(n1)nn1c(N3CCN(c4ccccc4C)CC3)cc(C)nc21
→ 0.8, -26, -0.4, 7, -36, -74, -0.7, -0.5, -0.5, -47, -0.9
CCCCc1ccc(Nc2ncccc2C#N)cc1
→ 4.5, 0, 5.8*, 4, -17, -7, 0.6, 0.9, 7.8, -34, 0.8
NC(=NCCc1ccccc1)NS(=O)(=O)c1ccccc1F
→ 1.1, -2, -0.1, 6, -1, 7, -0.7, 0.4, 1.8, -2, 0.1
CS(=O)(=O)N(Cc1ccccc1)c1ccccc1C(=O)N1CCN(c2ccccc2)CC1
→ 2.2, -3, -2.7, 4, 6, 3, 0.1, -0.5, -2.0, 1, 0.2
Cc1ccc(S(=O)(=O)N(C)C[C@H]2Oc3ncc(-c4ccccc4)cc3C(=O)N([C@@H](C)CO)C[C@@H]2C)cc1
→ -0.7, 1, -2.0, -19, 0, 3, -1.1, 1.7, 1.4, 5, 0.6
COc1ccc(OC)c(NC(=O)c2cccc(NC(=O)c3ccccc3C(=O)O)c2)c1
→ 0.7, 2, -2.6, 3, 0, 1, -1.2, 2.4, -0.2, -4, -0.5
CCS(=O)(=O)C1=NSC2=NC(=O)/C(=C\c3ccc(OC(=O)c4ccco4)c(OC)c3)C(=N)N21
→ 0.7, -14, 0.8, -4, -15, -41, -1.1, 0.5, 0.8, -30, 0.8
CN(CC(=O)NCc1ccccc1)CC(=O)Nc1ccc(Cl)c(C(F)(F)F)c1
→ 2.6, 1, -1.3, 1, 4, -3, -1.3, -0.5, -4.3, 0, -0.5
NNC(=O)CN1C(c2ccc(Br)cc2)=Nc2ccc(Br)cc2C1c1ccccc1 (stereo not given)
→ 0.3, 8, 0.5, -1, -65, 8, 0.2, 2.8, -0.3, -46, 0.6
Nc1nonc1C(=O)NCCNCc1ccccc1OCc1ccccc1F
→ -3.9, -7, -1.9, -2, 0, 0, -1.6, -0.7, -3.7, -1, -0.4
Cc1ccsc1/C=N/n1c(-c2ccccc2)n[nH]c1=S
→ 3.9, 2, 0.2, 12, -2, -4, -1.3, 0.0, 2.1, -1, -0.4
Cc1cccc(OCCCN2CCC(C(O)(c3ccccc3)c3ccccc3)CC2)c1
→ /, -4, -0.9, -10, 2, -10, -1.6, /, 1.6, 2, 0.3
CCCCn1c(-c2ccc(F)c(F)c2)nc2cc3[nH]c(=O)c(C(C)C)nc3cc21
→ -0.5, -81, -0.8, -9, -239, -337, -1.3, -0.8, 2.5, -308, 0.0
CSCCC(NC(=O)c1ccco1)C(=O)N1CCN(C(c2ccccc2)c2ccccc2)CC1 (stereo not given)
→ 0.1, -4, -2.7, 1, -1, -1, -1.1, -1.9, -0.2, -10, -2.6
Cc1noc(C)c1COC(=O)[C@@H](NC(=O)c1ccccc1)C(C)C
→ -1.2, -2, -2.1, 3, -1, -6, -1.3, 0.7, -0.9, 1, -1.1
COc1ccc(Nc2cc(NCCCO)c([N+](=O)[O-])c3nonc23)cc1
→ 2.7, 2, -0.4, 9, 1, -1, -0.7, -0.8, -2.5, -1, -0.9
O=C1CN(C(=O)c2cccs2)c2ccccc2N1
→ 0.0, 1, 2.4, 3, -11, -2, -0.4, -0.3, 1.6, -21, 0.2
CC1=CCC2C(=O)N(c3nc4ccccc4n3C)C(=O)C2C1 (stereo not given)
→ -0.5, -3, 1.2, 12, 4, -5, -0.4, 0.1, 4.0, 1, -0.2
N#Cc1cccc(S(=O)(=O)NCCOc2ccccc2F)c1
→ -1.1, -1, -1.1, -4, -2, -3, -1.1, 0.1, 0.3, -4, 0.3
Cc1cc(C(=O)NC2CC(C)(C)Cc3c2cnn3-c2cccc(F)c2)nn1C (stereo not given)
→ 4.2, -3, 2.4, 3, 3, -7, -1.2, 0.4, -1.7, -8, 1.8
O=C(CSc1nnc(Cc2ccccc2)n1-c1cccc(Cl)c1)N1CCOCC1
→ 1.6, -1, -1.5, 8, 6, -13, -1.0, 0.9, -0.8, 0, -0.6
Cc1nn2c3ccccc3nc2c2ccccc12
→ 11*, -19, 7.5*, 1, -161, -62, 0.7, 0.9, 5.2, -189, 1.1
O=C(Nc1ccc(Oc2cccc(C(F)(F)F)c2)nc1)c1ccco1
→ 1.2, 2, -1.6, -4, 1, 0, -1.5, -1.2, -2.9, -5, -0.6
COC(=O)C1=C(C)N(Cc2ccccc2)C(=S)NC1c1cccc(OC)c1 (stereo not given)
→ /, 2, 1.9, 6, -1, 4, -0.8, /, 2.1, -1, -0.1
Cc1ccc(C)c(SCC(=O)Nc2cccc(S(=O)(=O)N3CCOCC3)c2)c1
→ -1.3, -1, -1.6, -13, 2, 2, -1.6, -1.1, 3.9, -3, -1.6
CC1CCCN(C(=O)COC(=O)c2ccc3[nH]c4c(c3c2)CCCC4)C1 (stereo not given)
→ 3.6, -2, -0.2, -45, -28, -7, -0.7, 0.0, 2.0, -29, -0.1
Cc1cc(C)cc(NC(=O)COC(=O)C2CC3C=CC2C3)c1 (stereo not given)
→ 1.1, 3, -1.1, -5, 7, -3, -1.6, 0.1, 1.0, 4, -0.6
CC(c1ccccc1)N1CCC(CNC(=S)Nc2cccc(Cl)c2)C1 (stereo not given)
→ -1.1, -1, -1.4, -7, 2, -1, -1.5, -0.2, -2.4, 6, 0.0
O=C1c2ccccc2C(=O)N1CCCc1nc(-c2cccnc2)no1
→ -2.7, 0, -0.3, 6, 6, -9, -1.1, 0.9, -0.7, 0, -0.2
O=c1[nH]c(Nc2ccccn2)cc2ccccc12
→ 5.1, -172, 1.3, 1, -224, i, -1.0, 1.8, 3.2, -355, 1.1
CC(=O)NCCc1nc2ccccc2n1CCc1ccccc1
→ 0.5, -2, 0.1, 1, 1, -2, -1.1, -1.3, -1.6, -3, 0.3
Cc1c(C#N)c(N=CN(C)C)c(C(=O)c2ccc(Br)cc2)n1-c1ccc(Cl)cc1
→ 0.1, 2, -2.5, 2, 0, 11, -2.2, 0.7, -2.9, 0, -0.7
Cc1sc2ncnc(N3CCC(C(=O)N(C)CC(=O)Nc4cccc(F)c4)CC3)c2c1C
→ -2.6, -1, -1.3, -12, 2, -2, -1.5, -1.9, -4.0, 1, -3.5
O=C(CCCc1ccccc1)Nc1ccccc1[N+](=O)[O-]
→ 2.9, -1, 1.2, -6, -1, 4, -0.4, 5.0*, 3.6, -5, 0.7
CC(=O)N1N=C(c2ccc(NS(C)(=O)=O)cc2)CC1c1ccc2nccnc2c1 (stereo not given)
→ -0.1, -228, -0.4, 5, 3, 4, -1.4, 1.6, -2.4, -5, 0.2
O=C(C(O)c1ccccc1)N1N=C(c2ccccc2)CC1(O)C(F)(F)F (stereo not given)
→ 0.1, -5, -0.8, -24, -1, -10, -0.9, 0.6, -1.7, -5, -0.2
